Screens (PubChem BioAssay)
KinaseGlo FLuc: blocks Kinase-Glo luciferase, a counter-screen artifact | Kinase-Glo luciferase, ATP luminescence, 8 min | AID 1379 | Potency, µM (doses to about 38.3 µM), for inactives: top-dose activity change, negative = inhibition, usual class: inhibitors | 200,000 tested, 0.28% active | Q27757; further: potency means the concentration at half of the fitted maximal effect; on the % scale 0 is the no-effect control and ±100 the full control effect; nearly all actives have a fitted effect of over 60% in size
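Compound is pinned into ATP-containing buffer (10 uM ATP, imidazole pH 7.2, 7 mM MgCl2). Kinase-Glo luciferase reagent is then added. Light output is recorded following an 8-min room-temperature incubation.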
L3MBTL1 inh: blocks human L3MBTL1 | AlphaScreen L3MBTL1–H3K9me1 peptide binding | Potency, µM (series often up to 57.1 µM), for the others: top-dose activity, negative = inhibition, most hits filed as inhibitors | 230,000 tested, 0.66% active | AID 485360; further: potency means the concentration at half of the fitted maximal effect; on the % scale 0 is the no-effect control and ±100 the full control effect; nearly all actives have a fitted effect of over 60% in size
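AlphaScreen proximity signal between nickel-chelate acceptor and streptavidin donor beads (final 10 ug/mL) reports binding of 50 nM L3MBTL1 to 75 nM biotin-H3 K9me1 peptide; complex incubated with compounds 30 min at room temperature; cefsulodin titration as control.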
IMPase Li cell: membrane-permeable IMPase blocker, potentiated with lithium | CHO-M1 cells, IP1 TR-FRET (IP-One), carbachol + lithium | Potency, µM (highest dose often 59.4 µM), for the others: top-dose activity, negative = IMPase inhibition, most hits filed as inhibitors | 210,000 tested, 0.35% active;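 further: IP1 builds up when IMPase is blocked and the TR-FRET signal falls; potency means the concentration at half of the fitted maximal effect; plate controls were basal vehicle for no effect and high inhibitor control for full effect; nearly all actives have a fitted effect of over 50% in size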
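IP1 accumulation measured by competitive TR-FRET in lysed CHO-M1 cells after 30 min compound exposure at 37C, with a small lithium addition to potentiate weak responses. Hill-equation AC50 from ratio and donor-channel data.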
HttQ103 aggreg: mutant huntingtin aggregation inhibition; PC12 HttQ103-GFP aggregates, Acumen cytometry, 40 h; Potency, µM (series often up to 46.1 µM), for inactives: at the highest dose activity change, negative = inhibition, actives largely listed as inhibitors; 220,000 tested, 1.1% active; further: potency means the concentration at half of the fitted maximal effect; on the % scale 0 is the no-effect control and ±100 the full control effect; nearly all actives have a fitted effect of over 60% in size
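Steps: seed 1500 PC12 HTTQ103-GFP cells/well; add tebufenozide, 100 nM final; add compound titration; add ATPLite reagent; quantify GFP aggregates by laser scanning cytometry.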
CBFb-RUNX1 inh: inhibitors of human CBF-beta and RUNX1 interaction | AID 1477 | Potency, µM (series often up to 59.8 µM), for inactives: at the top dose activity, negative = inhibition, hits mostly inhibitors | Q01196+Q13951 | AlphaScreen CBFb-His/RUNX1-biotin binding, biochemical | 230,000 tested, under 10 active; further: % of control where 0% means no effect
Target sequence (Q01196 whole entry, looked up): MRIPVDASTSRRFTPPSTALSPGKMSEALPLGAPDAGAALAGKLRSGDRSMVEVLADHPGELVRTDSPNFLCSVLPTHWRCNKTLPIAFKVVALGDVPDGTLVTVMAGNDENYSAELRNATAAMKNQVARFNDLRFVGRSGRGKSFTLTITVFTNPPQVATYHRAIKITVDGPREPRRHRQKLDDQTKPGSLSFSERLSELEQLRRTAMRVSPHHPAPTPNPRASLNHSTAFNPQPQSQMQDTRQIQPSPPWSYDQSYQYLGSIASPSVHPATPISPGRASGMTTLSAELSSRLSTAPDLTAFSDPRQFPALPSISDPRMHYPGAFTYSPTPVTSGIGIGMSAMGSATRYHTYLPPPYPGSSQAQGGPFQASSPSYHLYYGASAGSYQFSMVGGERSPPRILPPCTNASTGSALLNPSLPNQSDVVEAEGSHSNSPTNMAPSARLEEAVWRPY
Target sequence (Q13951 whole entry, looked up): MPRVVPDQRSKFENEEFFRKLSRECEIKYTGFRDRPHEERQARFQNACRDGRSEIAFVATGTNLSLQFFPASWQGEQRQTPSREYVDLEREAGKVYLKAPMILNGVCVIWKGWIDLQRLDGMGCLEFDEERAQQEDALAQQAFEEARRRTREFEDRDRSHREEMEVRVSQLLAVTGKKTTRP
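Proteins preincubated together for 20 min at RT before compound addition; 15 min later, nickel and streptavidin beads were added and left 90 min prior to AlphaScreen measurement.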
NPSR antagonist: blocks cAMP signaling of the human neuropeptide S receptor; Q6W5P4; CHO-NPSR cells, cAMP TR-FRET, antagonist mode; Potency, µM (top dose mostly 38.3 µM), without a hit: at the top dose activity change, negative = inhibition, hits mostly inhibitors; 220,000 tested, 1% active; AID 1461; further: potency means the concentration at half of the fitted maximal effect; on the % scale 0 is the no-effect control and ±100 the full control effect; nearly all actives have a fitted effect of over 50% in size; many of its hits are not listed in these tables
Target sequence (Q6W5P4 whole entry, looked up): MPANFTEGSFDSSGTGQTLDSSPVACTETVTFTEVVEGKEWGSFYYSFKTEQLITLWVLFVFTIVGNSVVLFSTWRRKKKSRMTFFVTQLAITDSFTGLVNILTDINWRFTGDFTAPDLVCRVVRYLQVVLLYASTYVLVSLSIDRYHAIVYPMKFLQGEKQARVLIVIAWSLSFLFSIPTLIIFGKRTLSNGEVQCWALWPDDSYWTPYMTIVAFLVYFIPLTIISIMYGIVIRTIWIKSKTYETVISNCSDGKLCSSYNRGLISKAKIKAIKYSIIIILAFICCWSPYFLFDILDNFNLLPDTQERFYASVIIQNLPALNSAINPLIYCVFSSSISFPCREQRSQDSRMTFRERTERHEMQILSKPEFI
Epigenetic reg: epigenetic control regulation, reporter derepression; murine LDR cells, GFP reporter derepression, 30 h; Potency, µM (series often up to 53.9 µM), for inactives: top-dose GFP activation, actives largely listed as activators; 280,000 tested, 0.2% active; AID 1865; further: potency means the concentration at half of the fitted maximal effect; % of control where 0% means no effect; nearly all actives have a fitted effect of over 60% in size
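Derepression of a silenced CMV-GFP reporter in murine LDR cells is scored by enumerating GFP-positive cells with a laser-scanning microplate cytometer after 30 hours of treatment at 37 C.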
Numbers without * were called inactive; ? = inconclusive; nt = not tested or not shown; & = joins results of further samples; [ ] = remark or other dose. The call rests on the fitted dose curve; in most records, active means well fitted curve in the direction sought with a large enough effect; inconclusive means small, poorly fitted or top-dose-only effect, or another doubt; inactive means no such curve, though single readings can be large; an effect the other way counts as inactive or inconclusive.

Start of the data: the first five entries, ahead of the listing:
SMILES	KinaseGlo FLuc	L3MBTL1 inh	IMPase Li cell	HttQ103 aggreg	CBFb-RUNX1 inh	NPSR antagonist	Epigenetic reg
O=C(CC1NCCNC1=O)Nc1cc(Cl)cc(Cl)c1 (configuration not stated)	12%	5%	1%	8%	3%	13%	-1.0%
O=C(/C=C/c1ccccc1)NC(=O)c1ccccc1O	nt	nt	nt	0%[9.22 µM]	3%	-12%	-1.0%
O=C(NCc1ccco1)C1CCCCN1S(=O)(=O)c1ccc(F)cc1 (configuration not stated)	0%	4%	14%[38.3 µM]	29%	0%	-7%[46.1 µM]	-0.1%
CCSc1nc(-c2cccnc2)ccc1C#N	4%	6%	3%	-22%	22%	8%	0.1%
CCC(NS(=O)(=O)c1cn(C)nc1C)c1ccccc1 (configuration not stated)	4%	-7%[11.4 µM]	-1%	7%	12%	11%	0.1%

The listing, repeating the preview:
SMILES	KinaseGlo FLuc	L3MBTL1 inh	IMPase Li cell	HttQ103 aggreg	CBFb-RUNX1 inh	NPSR antagonist	Epigenetic reg
O=C(CC1NCCNC1=O)Nc1cc(Cl)cc(Cl)c1 (configuration not stated)	12%	5%	1%	8%	3%	13%	-1.0%
O=C(/C=C/c1ccccc1)NC(=O)c1ccccc1O	nt	nt	nt	0%[9.22 µM]	3%	-12%	-1.0%
O=C(NCc1ccco1)C1CCCCN1S(=O)(=O)c1ccc(F)cc1 (configuration not stated)	0%	4%	14%[38.3 µM]	29%	0%	-7%[46.1 µM]	-0.1%
CCSc1nc(-c2cccnc2)ccc1C#N	4%	6%	3%	-22%	22%	8%	0.1%
CCC(NS(=O)(=O)c1cn(C)nc1C)c1ccccc1 (configuration not stated)	4%	-7%[11.4 µM]	-1%	7%	12%	11%	0.1%
COc1ccc(-n2cnnc2SC(C)C(=O)Nc2cccc([N+](=O)[O-])c2)cc1 (configuration not stated)	nt	1%	nt	-8%	-2%	-5%[46.1 µM]	-0.9%
O=[N+]([O-])c1cc(Cl)cc(/C=N/NC(=S)Nc2cc(S(=O)(=O)N3CCOCC3)ccc2Cl)c1O	nt	-56%	nt	9%[9.22 µM]	nt	?	1.1%
CCOCC(=O)Nc1cc(C)on1	0%	nt	-8%	7%	-1%	21%	-0.1%
O=C(OC1CCCCC1)c1ccc(NC(=O)c2ccco2)cc1	2%	9%	13%[38.3 µM]	-29%	5%	-26%[46.1 µM]	-11%
CCN(CC)S(=O)(=O)c1ccc2[nH]cc(C(=O)NCCCN3CCCCC3)c(=O)c2c1	3%	-9%	4%	19%	7%	13%	-1.6%
CCc1nc(SCCO)c2oc3ccccc3c2n1	-1%	12%	-1%[38.3 µM]	-5%	4%	-4%[46.1 µM]	-0.3%
CCCCN1C(=O)NC(NS(=O)(=O)c2ccc(N)cc2)(C(F)(F)F)C1=O (configuration not stated)	0%	nt	3%[38.3 µM]	8%	2%	9%[46.1 µM]	0.0%
C[C@H]1Cc2c(COc3ccccc3)nc3c(c2CO1)CN(S(=O)(=O)c1ccc(C#N)cc1)CC3	-6%[7.66 µM]	nt	8%	nt	15%[13.1 µM]	nt	nt
Cc1ccc(OCCn2c(=O)oc3ccc(C)cc32)cc1	-3%	30%	11%	17%[9.22 µM]	24%	2%	2.1%
COC(=O)Cc1c(C)nc2nc(NCc3c(F)cccc3Cl)[nH]n2c1=O	4%	-2%	-13%[38.3 µM]	-17%	4%	-6%[46.1 µM]	-1.0%
C[C@@H](CN(C)C[C@H]1C(=O)O[C@@H]2C[C@@]3(C)CCC[C@]4(CO4)C3CC21)[C@H](O)c1ccccc1 (some centres not stated)	-3%	nt	8%	nt	12%	nt	0.8%
C/C(=N\Nc1nc2ccccc2[nH]1)c1cccs1	nt	-8%	nt	-7%	-19%	-9%[46.1 µM]	-0.9%
COc1ccc(NC(=O)c2cc([N+](=O)[O-])ccc2N2CCN(C)CC2)cc1	-6%	-1%	5%	-21%[9.22 µM]	4%	-5%	0.9%
O=C(Cn1cnc2ccccc21)N/N=C/c1cccs1	-1%	5%	-15%	1%	-4%	5%	-1.0%
COC(=O)c1c(NC(=O)c2ccc(S(=O)(=O)N3CCOCC3)cc2)sc2c1CCN(C)C2	-3%	?	11%	7%	11%	17%[46.1 µM]	-5.0%
CC(=O)Nc1cccc(-c2csc(Nc3ncccn3)n2)c1	-8%	?	2%	12%	-6%	5%	-1.1%
COc1cccc(C2=NN(S(C)(=O)=O)C(c3cccs3)C2)c1 (configuration not stated)	nt	2%	nt	-3%	20%	-2%	-1.5%
NS(=O)(=O)c1ccc(CCNc2ncnc3c2c(-c2ccccc2)cn3-c2ccc(F)cc2)cc1	5%	-9%	45%[activator][38.3 µM]	?	-11%	-24%[46.1 µM]	-1.9%
O=C(O)c1ccc2c(c1)OCCCO2	nt	nt	nt	-34%[9.22 µM]	16%	9%	-6.2%
COc1cc(COCC(O)CN2CCOCC2)cc(OC)c1OC (configuration not stated)	-5%	-4%	-2%[38.3 µM]	11%	1%	3%[46.1 µM]	-1.8%
C/C(=N\NC(=O)c1ccoc1C)c1ccccc1	nt	-6%	nt	6%[9.22 µM]	-2%	-22%	0.0%
Brc1ccccc1-c1nnc(SCc2nc3ccccc3s2)o1	-3%	16%	3%	0%	?	-5%	-1.0%
CCC(C)(C)n1nnnc1C(c1cccnc1)N1CCC(Cc2ccccc2)CC1 (configuration not stated)	-9%	-2%	5%	-31%[9.22 µM]	6%	10%	1.1%
COc1ccc(C(=O)CSc2nnc(-c3cc(C)on3)o2)cc1	2%	-13%	?	16%	-3%	-34%	1.0%
N/N=C(\Cc1cscn1)c1ccc(O)cc1O	nt	-8%	nt	14%[9.22 µM]	-3%	-40%	3.7%
O=C(NCCCn1ccnc1)C(=O)NCC1OCCN1S(=O)(=O)c1ccc(Cl)cc1 (configuration not stated)	0%	?	4%	9%	-7%[2.36 µM]	6%	-1.2%
Cc1cc(NC(=O)CSc2n[nH]c(-c3cccs3)n2)no1	-5%	6%	1%[38.3 µM]	24%	1%	-8%[46.1 µM]	-0.6%
COc1cc(/C=N/NC(=O)COc2ccc(Cl)cc2)ccc1OS(=O)(=O)c1ccc(C)cc1	-3%	nt	20%[38.3 µM]	-15%	2%	-17%[46.1 µM]	-0.4%
O=C(CNC(=S)N(Cc1ccc(F)cc1)C1CCCCC1)NCC1CCCO1 (configuration not stated)	1%	-7%	4%	15%	0%	-9%	-2.4%
CCc1nnc(NC(=O)CSc2nccn2-c2cccc(C)c2)s1	19%	nt	5%[38.3 µM]	-27%	8%	-14%[46.1 µM]	-1.0%
CC(C)(C)OC(=O)NCCCCC1=CC2=CC(=O)C(C)(OC(=O)c3cnc4ccccc4n3)C(=O)C2=CO1 (configuration not stated)	-6%	nt	13%	nt	-18%	nt	4.5%
NC(=O)COc1ccc(NC(=O)OCc2ccccc2)cc1	0%	6%[11.4 µM]	18%[38.3 µM]	-7%	9%	-4%[46.1 µM]	0.0%
Cc1c(O)cc2c(c1O)C(=O)CC(c1ccc(O)cc1)O2 (configuration not stated)	nt	4µM*	2%	-14%[9.22 µM]	-30%	-1%	0.0%
NC(N)=NCCCC(NC(=O)C(N)Cc1ccc(O)cc1)C(=O)O (configuration not stated)	-6%	nt	1%	nt	2%	nt	-0.5%
COc1ccc(CNC(=O)/C=C/c2ccco2)cc1OC	12%	nt	16%	17%	2%	4%	0.0%
CSc1ccccc1NC(=O)CSc1n[nH]c(N)n1	3%	0%	5%	-9%	4%	13%	-1.6%
O=C(Nc1ccc2c(c1)OCO2)N1CCN(c2ccccc2)CC1	4%	-2%	2%	2%[9.22 µM]	-1%	6%	-1.3%
CCCn1c(-c2ccc(OC)cc2)nc2nc3ccccc3nc21	nt	-6%	nt	4%	0%	-18%[46.1 µM]	-7.0%
CCc1nc2c(c(=O)[nH]1)C1(CCCC1)Cc1ccccc1-2	1%	5%	1%[38.3 µM]	?	0%	-9%[46.1 µM]	-1.9%
CCCCC(=O)Nc1ccc2c(c1)nc(CCN1CCOCC1)n2C	15%	8%	4%[38.3 µM]	-9%	6%	0%[46.1 µM]	0.0%
Cc1nnc(SCC(=O)N2CCOCC2)n1C	2%	1%	1%[38.3 µM]	-9%	4%	14%[46.1 µM]	4.3%
COC(=O)c1cc2c(s1)-c1ccc(OC)cc1CC2	nt	245%[activator]	nt	2%[9.22 µM]	?	15%	-2.9%
CNC(=S)Nc1cc(C)ccc1OC(F)F	nt	1%	-14%	6%[9.22 µM]	18%	-1%	-0.1%
Cn1c(SCC(=O)Nc2ccccc2[N+](=O)[O-])nnc1C(F)(F)F	-2%	29%	-4%	-7%	-5%	17%	-1.2%
COc1ccc(N2CCN(C(=O)C3CC(O)CN3S(=O)(=O)c3ccc([N+](=O)[O-])cc3)CC2)cc1 (configuration not stated)	-1%	-13%	2%	1%	8%	12%	-1.8%
CN1CCN(CCCNC(=O)c2cc3c(=O)oc4ccccc4c3s2)CC1	-2%	nt	26%[38.3 µM]	9%	7%	1%[46.1 µM]	0.0%
Cn1c(-c2ccccc2)c[n+]2c1-c1ccccc1C2	-1%	6%	14%	-2%	-3%	4%	0.0%
C=C1N(c2ccc(Cl)cc2)C(=O)OC1(C)C	-2%	-3%	14%[38.3 µM]	21%	14%	-2%[46.1 µM]	2.1%
O=C(/C=C/c1ccccc1)C1=C(O)C(=O)N(CCO)C1c1cccc([N+](=O)[O-])c1 (configuration not stated)	nt	-1%	nt	-3%[9.22 µM]	4%	-9%	-2.4%
CCOc1ccc(C(=O)Nc2ccccc2NC(C)=O)cc1OCC	0%	8%	5%	13%	11%	11%	?
CCN(CC(=O)Nc1c(F)cccc1F)C(=O)CCc1c[nH]c2ccccc12	4%	-6%[11.4 µM]	0%	12%	13%	-4%	-0.3%
O=C1C2C(c3cccc(/C=C/c4ccccc4)c3)CC=CC2C(c2ccc(C(F)(F)F)cc2)N1Cc1ccccc1 (configuration not stated)	nt	nt	nt	?	0%&11%	-27%	-0.2%
O=C(COC(=O)CNS(=O)(=O)c1c(Cl)cccc1Cl)Nc1cccnc1Cl	2%	6%	0%	9%	0%	11%	1.1%
CC1=NN(C(=O)c2csc(C)c2C)C(O)(C(F)(F)F)C1 (configuration not stated)	-1%	3%	2%	1%	-5%	23%	5.3%
Cc1ccc(C(=O)c2sc3c(c2N)c(=O)[nH]c(=O)n3CCc2ccccc2)cc1	-2%	0%	0%	21%	-4%	-3%	1.0%
O=C(CSCc1c(Cl)cccc1Cl)NCc1ccco1	-1%	-2%	9%	-4%	0%	-5%[46.1 µM]	-1.2%

Only part of the results is shown; the hit share may differ from the screen's.
